High-throughput results: PubChem, National Center for Advancing Translational Sciences (NCATS)
TRHR agonist: agonists of human TRH receptor. P34981. TRHR cells, calcium flux fluo-8, FDSS agonist mode. activation, % at 2 µM. 360,000 tested, 0.18% active. AID 493084; further: 0% is about no effect
Target sequence (P34981 whole entry, looked up): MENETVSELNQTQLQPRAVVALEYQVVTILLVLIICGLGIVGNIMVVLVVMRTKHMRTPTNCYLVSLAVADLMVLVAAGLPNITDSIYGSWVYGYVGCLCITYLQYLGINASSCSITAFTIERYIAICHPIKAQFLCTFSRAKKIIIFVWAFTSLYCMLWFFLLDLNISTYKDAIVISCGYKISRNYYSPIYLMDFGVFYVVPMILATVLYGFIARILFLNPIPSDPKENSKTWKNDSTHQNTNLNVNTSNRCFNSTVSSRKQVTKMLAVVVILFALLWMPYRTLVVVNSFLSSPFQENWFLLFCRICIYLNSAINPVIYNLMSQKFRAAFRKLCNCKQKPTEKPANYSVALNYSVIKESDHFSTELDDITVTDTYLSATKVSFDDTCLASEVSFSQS
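In this calcium-flux screen, cells bearing human TRHR are dye-loaded with fluo-8, baselined for 10 cycles, then exposed to library compounds; positive kinetic calcium responses during the agonist phase mark hits, with TRH as control.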
D1 antagonist: human D1 dopamine receptor antagonism. P21728. HEK293 TREx D1 cells, calcium flux, dopamine EC80; active compounds read low. activity change, negative = inhibition, % at 10 µM. 360,000 tested, 3.2% active. AID 504652; in the data active means activity change below about -30%; further: on the % scale 0 is the no-effect control and ±100 the full control effect
Target sequence (P21728 whole entry, looked up): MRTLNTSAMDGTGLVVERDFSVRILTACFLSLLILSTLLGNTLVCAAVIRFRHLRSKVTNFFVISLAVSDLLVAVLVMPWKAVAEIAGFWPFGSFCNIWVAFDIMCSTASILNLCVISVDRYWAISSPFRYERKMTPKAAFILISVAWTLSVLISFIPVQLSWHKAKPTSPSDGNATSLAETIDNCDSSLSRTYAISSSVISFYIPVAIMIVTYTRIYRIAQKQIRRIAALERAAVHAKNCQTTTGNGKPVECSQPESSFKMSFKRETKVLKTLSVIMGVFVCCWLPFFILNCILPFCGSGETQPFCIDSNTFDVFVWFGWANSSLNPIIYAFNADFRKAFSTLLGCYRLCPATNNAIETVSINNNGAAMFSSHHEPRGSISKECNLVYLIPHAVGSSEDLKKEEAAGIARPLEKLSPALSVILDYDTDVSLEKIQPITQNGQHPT
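Compound effects on dopamine-evoked calcium signalling were measured in tetracycline-induced HEK293 Trex D1 cells. Dopamine at EC80 followed a 180 s compound pre-read, and fluorescence was tracked kinetically for 180 s more.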
D1 PAM: enhances dopamine response at the human D1 receptor; P21728; HEK293 TREx D1 cells, calcium flux, dopamine EC20 potentiation; potentiation, % at 10 µM; 360,000 tested, 0.036% active; AID 504651; in the data active means potentiation above about 30%; further: 0% is about no effect
TRHR enhancer: allosterically enhances the human TRH receptor. 360,000 tested, 0.66% active. TRHR cells, fluo-8 calcium fluorescence, EC20 TRH enhancement. P34981. enhancement, % at 2 µM; in the data active means enhancement above about 30%; further: 0% is about no effect
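Enhancer read-out: after compound pinning and an initial kinetic agonist-mode read, an EC20 of TRH (10 nM final) was injected and fluo-8 calcium signal (Ex 480/Em 530) followed at 1 s/cycle for 100 cycles in TRHR-expressing cells.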
D2 antag: D2 dopamine receptor (human) antagonism. P14416. HEK293 TREx D2 cells, calcium flux, dopamine EC80. inhibition, % at 10 µM. 340,000 tested, 2% active; in the data active means inhibition above about 30%; further: 0% is about no effect
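HEK293 T-REx D2 cells, tet-induced, calcium dye no-wash. Cpd pintool add, 180 s kinetic, then EC80 DA, 180 s kinetic. Ca flux read.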
D1 agonist: agonists of human D1 dopamine receptor; P21728; HEK293 T-REx D1 cells, calcium flux, agonist mode; activation, % at 2 µM; 360,000 tested, 1% active; further: 0% is about no effect
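Agonism was scored from calcium flux recorded over 180 s (1 read/s) after pintool compound addition, following a 10-cycle baseline. Cells were inducible force-coupled HEK293 TREx D1, plated overnight at 30 C and loaded with no-wash calcium dye.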
D2 ag: D2 dopamine receptor (human) agonism; P14416; 340,000 tested, 0.53% active; activation, % at 2 µM; HEK293 T-REx D2 cells, calcium flux agonist mode;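 active means activation over 3 SD above normal in the single-dose calcium agonist read, cut at about 30% in these data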; further: 0% is about no effect
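Calcium-flux readout, 1 cycle/sec over 180 s following compound pin transfer, in inducible HEK293 Trex D2 cells (force-coupled); dopamine controls included. Positive calcium responses during this window marked compounds as potential agonists.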
D2 potentiator: D2 dopamine receptor (human) potentiation; HEK293 T-REx D2, calcium flux, EC20 dopamine potentiation; P14416; potentiation, % at 10 µM; 340,000 tested, 0.34% active;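 active means potentiation over 3 SD above the plate norm, cut at about 30% in these data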; further: 0% is about no effect
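Potentiation of an EC20 dopamine calcium response is measured in a force-coupled, tetracycline-inducible Hek293 Trex D2 line. Compound-only kinetic reads over 180 s flag agonists before dopamine addition.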
RXFP1 antagonist: blocks the human relaxin receptor RXFP1; 350,000 tested, 0.59% active; Q9HBX9; HEK293-RXFP1, relaxin-stimulated cAMP HTRF, 30 min; active compounds read low; activity change, negative = inhibition, % at 57.5 µM;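 active means activity change of -60% or lower, but not beyond a set lower limit; inconclusive means change between -60% and -40%, or beyond the set limit; inactive means change above -40%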; further: on the % scale 0 is the no-effect control and ±100 the full control effect
* hit, by the source's call; ? = inconclusive; . = not tested or not shown; & = joins results of further samples. Unless noted, no stated cut-off is given here; in the data, active means activation above about 30%; inactive means the rest.

SMILES	TRHR agonist	D1 antagonist	D1 PAM	TRHR enhancer	D2 antag	D1 agonist	D2 ag	D2 potentiator	RXFP1 antagonist
CC(C)OC(=O)c1cccc(NC(=O)CSc2nnc(N)s2)c1	-0.4	4.1	-1.4	13.1	4.2	0.3	-0.3	2.1	-29.0
CC(C)(C)OC(=O)N[C@@H](Cc1ccccc1)C(=O)N1CCC(C(=O)O)CC1	-0.3	4.0	2.3	9.8	-2.2	-1.3	-1.0	7.0	-22.3
Cc1ccc(S(=O)(=O)Cn2nnnc2C(c2ccccc2)N2CCN(c3ccccc3)CC2)cc1 (configuration not stated)	0.4	0.3	-6.4	3.0	23.8	0.4	0.5	1.0	9.1
CCC(=O)c1ccc(OCC(=O)OCC(=O)c2c(N)n(C)c(=O)n(C)c2=O)cc1	1.1	4.9	-0.9	6.4	-28.3	4.3	0.5	-0.2	2.7
O=C(Cc1cccs1)Nc1nnc(SCC(=O)N2CCCCC2)s1	0.3	1.5	-3.3	-2.4	10.1	1.7	-2.2	0.2	-4.6
Cc1ccc(NS(=O)(=O)c2cccc3cccnc23)cc1Cl	-0.2	10.2	-3.0	10.2	-6.2	2.0	-0.5	5.0	6.9
O=C(NCc1ccco1)c1cc(S(=O)(=O)N2CCCCC2)ccc1Cl	0.0	-25.6	-1.2	-5.4	10.5	1.2	-0.6	-7.0	4.6
C=CCNC(=S)N/N=C/c1ccccc1OCCOc1ccccc1	0.4	-0.6	1.6	-3.2	-1.7	-2.0	-1.2	-1.7	-4.2
Cc1cccc(CN2CCN(C(=O)c3ccccc3F)CC2)c1	-0.2	-13.9	-2.7	-1.7	11.1	3.1	0.1	-11.4	-9.7
Cc1ccc(C)c(N2CCN(C(=O)C3CCN(S(=O)(=O)c4c(C)noc4C)CC3)CC2)c1	-0.7	-4.7	-2.2	-3.1	-6.4	14.8	-0.1	17.0	1.2
O=C(Nc1ccon1)c1ccc(Br)o1	1.0	-2.9	-1.0	-2.2	-11.3	3.3	0.8	11.1	3.1
CCCCN1C(=O)C(=O)N(CC(=O)c2ccc3c(c2)CCCC3)C1=O	0.9	25.3	6.5	7.5	4.5	5.9	-0.7	19.9	-10.1
Cc1cccc(N=C2NC(=O)/C(=C/c3cccn3C)S2)c1	0.3	-0.1	1.6	5.6	13.3	1.6	0.4	-12.9	-4.4
C#CCOCCOCCOCCNc1nc(N2CCN(C(=O)[C@H](Cc3ccc(O)cc3)n3cc([C@@H](N)C(C)CC)nn3)CC2)nc(N2CCN(C(=O)[C@H](CCCCN)n3cc([C@@H](N)CO)nn3)CC2)n1 (some centres not stated)	0.0	-1.0	-0.1	-4.2	1.6	-3.6	0.2	-2.6	.
Cc1c(C(=O)Nc2ccc(C(=O)Nc3ccccc3)cc2)cccc1[N+](=O)[O-]	0.8	-5.5	0.6	-0.2	10.6	5.7	-2.1	.	-34.1
CCn1c([N+](=O)[O-])nc2c1c(=O)[nH]c(=O)n2C	0.5	-15.8	-3.0	1.3	-26.8	8.9	4.4	8.9	7.3
C=C1CCN([C@@H](C)C(=O)NCCCCCC)S(=O)(=O)c2ccccc21	-0.4	-5.4	-10.6	-6.6	18.8	1.8	0.0	5.4	.
COC(=O)[C@@H](NC(=O)NCc1ccc(F)cc1)C(C)C	-0.3	3.9	-6.9	-3.2	6.6	2.0	0.5	1.0	10.8
COc1cccc(CN2CCN(Cc3cccc(Br)c3)CC2)c1OC	-0.5	11.2	-5.3	6.8	21.6	2.7	-0.4	-17.4	-11.7
c1ccc(CC2CCN(c3nc4ccccc4n4cnnc34)CC2)cc1	1.5	30.6	3.1	3.3	37.6*	0.3	1.0	-15.1	-3.8
CCN(C(=O)CSc1ncn[nH]1)c1c(N)n(Cc2ccccc2)c(=O)[nH]c1=O	0.6	16.5	0.6	-2.1	11.9	3.8	0.9	-2.0	-3.2
O=C1c2ccccc2C(=O)N1Cc1ccco1	-0.1	-9.8	-2.9	-4.5	-1.7	0.0	-0.2	1.1	11.3
Cc1cnn(C(=O)Cn2nc(C(F)F)c(Br)c2C)c1	0.3	-2.5	0.6	-2.1	9.6	1.3	-1.2	-1.9	-11.2
C/C(=N\NC(=O)c1cccc(C)c1)c1cccc(NC(=O)c2ccco2)c1	-0.1	-2.3	1.4	12.2	.	0.5	.	.	4.2
Cc1c(NC(=O)CN2C(=O)C(=O)N(Cc3ccccc3)C2=O)c(=O)n(-c2ccccc2)n1C	0.7	-11.0	-3.5	9.7	-13.5	2.8	0.7	11.5	0.3
Cc1oc2cc(O)ccc2c(=O)c1Oc1ccccc1	0.3	-3.1	-1.8	-3.7	17.0	0.6	0.3	5.1	4.6
COc1ccc(S(=O)(=O)N2CCC(C(=O)N[C@H](C(=O)N3CCCC3)C(C)C)CC2)cc1	-0.4	0.8	1.1	3.0	1.8	1.5	-0.5	-0.6	0.2
O=S(=O)(c1ccc(Cl)cc1)N1CCN(C2CCN(Cc3ccccc3)CC2)CC1	-0.5	5.7	-1.4	15.0	-18.1	2.1	-0.1	-16.8	-14.1
CCCNC(=O)c1ccc2c(=O)c(O)c(-c3ccsc3)[nH]c2c1	4.3	-19.4	-5.0	3.1	6.2	9.4	0.9	-6.0	.
C=C(C)COc1ccc(-c2ncncc2-c2ccc(Br)cc2)c(O)c1	1.4	7.5	1.0	7.0	8.4	4.1	0.3	7.7	?
CC(C)(CC(=O)O)CC(=O)Nc1ccccc1Oc1ccccc1	0.2	0.5	1.9	3.1	-5.2	1.0	0.8	-3.8	0.5
Cc1ccc(N/N=C(\C#N)C(=N)N2CCOCC2)cc1	0.3	-10.4	4.7	3.1	-10.5	0.5	0.5	-2.6	13.7
CC(C)CCNC(=O)c1ccc(NC(=O)N2CCCCc3ccccc32)cc1	-0.1	23.8	-1.9	2.4	.	-0.3	-0.2	-2.6	-8.6
O=C(COC(=O)c1cc(-c2cccs2)nc2ccccc12)c1ccccc1	1.5	-5.1	2.3	-3.4	.	12.6	0.3	4.6	.
CCC(=O)N1CCc2cc(CNC(=O)Nc3cc(OC)c(OC)c(OC)c3)ccc21	-0.2	7.5	0.8	1.1	.	3.1	0.8	9.6	-6.0
COc1cc(/C=N/n2c(C3CCCCC3)n[nH]c2=S)cc(OC)c1O	-1.0	6.1	1.0	5.1	9.1	-0.6	-0.6	1.2	12.7
COc1ccc(CCn2cnc(=O)c(C#N)c2C)cc1OC	0.8	5.5	-3.6	-5.2	-13.3	-0.3	0.7	4.9	-36.8
CN1CCN(S(=O)(=O)c2cccc(S(=O)(=O)c3ccc(Cl)cc3)c2)CC1	1.8	-12.0	-8.0	2.7	13.2	9.0	0.7	6.7	1.7
Cc1cc(S(=O)(=O)NCc2ccccn2)c(Cl)cc1Cl	-1.2	-8.3	9.6	-6.4	-2.2	2.4	-0.5	-3.3	3.0
CCCCn1c(N)c(N(CCOC)C(=O)CCCc2cccs2)c(=O)[nH]c1=O	0.3	21.1	3.2	-9.6	5.3	-2.4	0.0	-4.7	1.1
CCC1(c2ccc(F)cc2)NC(=O)N(CC(=O)N2CCN(S(=O)(=O)c3ccc(Cl)cc3)CC2)C1=O (configuration not stated)	0.1	-8.7	-1.1	0.3	15.5	2.0	0.4	3.9	1.1
O=C(N/N=C/c1cccn1-c1ccc([N+](=O)[O-])cc1)C(O)c1ccccc1 (configuration not stated)	-0.2	-3.0	-1.5	-0.2	.	1.8	.	.	-6.8
COC(=O)c1ccc(CNC(=O)CN(CCC(C)C)S(=O)(=O)c2ccc3c(c2)OCCO3)cc1	0.5	22.2	-1.1	4.1	3.9	7.7	0.1	-12.2	2.2
CNS(=O)(=O)c1cn(CC(=O)Nc2ccc(C)c(N(C)C)c2)cc1S(=O)(=O)NC	-1.0	-6.9	-0.2	5.1	.	2.2	-1.4	1.0	-7.3
CC(C)c1ccc(/C=C/C(=O)NNC(=O)c2cccnc2)cc1	0.2	-21.6	5.4	-3.6	-32.5	2.2	0.3	11.0	9.1
COc1ccc(CNC(=O)Cn2nnc(-c3ccccc3F)n2)cc1	-0.4	7.3	-0.3	-0.5	.	2.7	0.1	24.2	8.6
CCCn1nnnc1-c1cccc(Cl)c1	-0.1	-2.9	-0.4	1.4	-0.1	1.1	0.0	21.8	-5.6
CCc1nnc(NC(=O)c2cc(S(=O)(=O)N3CCCCC3)ccc2C)s1	0.3	14.2	.	8.1	-4.7	4.6	-1.6	15.7	0.9
CSc1nsc(SCC(=O)Nc2ccccc2F)n1	-0.1	-0.7	0.6	11.3	-1.3	2.0	0.8	9.7	4.5
COc1ccc(CCNC(=O)COc2ccc(N(C)S(=O)(=O)c3ccc(C)cc3)cc2)cc1OC	-1.4	-13.5	-5.2	-7.4	-8.4	6.1	-0.9	19.1	-12.2
Cc1cccc(CNc2ncnc3ccc(-c4ccccc4Cl)cc23)c1	-0.1&0.4	6.3&8.6	-9.1&-0.5	3.4&-2.2	-5.6	2.1&1.4	0.0	-6.1	.
CC(=O)c1c(C(C)=O)c(C)n(Cc2ccc(Cl)cc2)c1C	0.8	-14.6	-0.7	-0.4	-3.2	4.9	0.9	4.3	-4.9
CC(C)(C)OC(=O)N1CCC(c2c(C(=O)NCc3ccco3)cnn2-c2ccc(F)cc2)CC1	0.5	7.2	3.7	8.7	.	0.2	0.3	-5.5	-8.4
c1ccc(-c2cnnn2-c2ccccc2)cc1	0.4	-9.1	2.3	1.6	14.0	3.6	-0.2	-2.9	1.1
CC(C)n1nccc1NC(=O)Nc1ccccc1	1.5	6.1	10.7	4.2	5.5	4.0	1.8	8.1	13.2
O=C(Nc1cc(Cl)ccc1-n1cncn1)c1ccccc1OC(F)F	-0.4	-2.9	0.3	5.6	-9.5	2.0	0.7	3.3	5.6
O=[N+]([O-])c1cccc(-c2nnc(CNC3CC3)o2)c1	0.1	-2.7	1.6	0.9	6.4	3.5	3.9	2.1	-0.2
Cc1nnc2c(NCCC(C)C)nc3ccccc3n12	0.0	-3.1	-0.5	4.7	-14.8	1.1	-0.3	2.3	-2.1
O=S(=O)(c1ccccc1)N1N=C(c2cccs2)CC1c1cccc(O)c1 (configuration not stated)	0.0	0.6	-6.2	-1.0	-17.3	1.4	-0.1	4.0	5.1

Shown with each value named: part of the list above.
canonical_smiles: O=C(Nc1cc(Cl)ccc1-n1cncn1)c1ccccc1OC(F)F
  TRHR agonist: -0.4
  D1 antagonist: -2.9
  D1 PAM: 0.3
  TRHR enhancer: 5.6
  D2 antag: -9.5
  D1 agonist: 2.0
  D2 ag: 0.7
  D2 potentiator: 3.3
  RXFP1 antagonist: 5.6

canonical_smiles: O=[N+]([O-])c1cccc(-c2nnc(CNC3CC3)o2)c1
  TRHR agonist: 0.1
  D1 antagonist: -2.7
  D1 PAM: 1.6
  TRHR enhancer: 0.9
  D2 antag: 6.4
  D1 agonist: 3.5
  D2 ag: 3.9
  D2 potentiator: 2.1
  RXFP1 antagonist: -0.2

canonical_smiles: Cc1nnc2c(NCCC(C)C)nc3ccccc3n12
  TRHR agonist: 0.0
  D1 antagonist: -3.1
  D1 PAM: -0.5
  TRHR enhancer: 4.7
  D2 antag: -14.8
  D1 agonist: 1.1
  D2 ag: -0.3
  D2 potentiator: 2.3
  RXFP1 antagonist: -2.1
